KCNK3 block – human KCNK3 channel inhibition, primary screen; O14649; CHO-KCNK3 thallium flux, FluxOR fluorescence; stronger effect = lower value; B-score at 10 µM; 340,000 tested, 0.84% active;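 active = B-score under library mean minus 4 SD, starting fluorescence ratio at most library mean plus 5 SD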;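 also: more negative B-score means stronger inhibition of thallium flux through KCNK3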
KCNQ1 pot – potentiators or activators of human KCNQ1 potassium channel. B-score at 10 µM. 310,000 tested, 0.35% active. P51787. CHO-K1 KCNQ1, thallium flux FluxOR fluorescence; stronger effect = higher value. AID 2648;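 active = fluorescence ratio B-score, a plate-corrected score, at least three library SD, with initial intensity B-score within 5 SD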
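Assay system: stable KCNQ1 CHO-K1 line; medium: assay buffer, equal DMSO in all wells; timing: 90 min dye loading and 20 min compound exposure, both at room temperature; technique: kinetic FluxOR thallium fluorescence, 10-s 1-Hz baseline, 110-s post-stimulus read; read-out basis: B score of baseline-normalized fluorescence ratio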
KCNQ1 block – human KCNQ1 channel inhibition; CHO-K1 KCNQ1, FluxOR thallium flux fluorescence; stronger effect = higher value; B-score at 10 µM; 310,000 tested, 1.3% active; AID 2642;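 active = compounds whose thallium flux B-score, printed positive for inhibition, exceeds three library SD while starting fluorescence stays within three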;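 also: channel opened by potassium depolarization with thallium stimulus after 20 min compound exposure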
PolyA inhibitor – blocks polyadenylation in yeast reporter cells; S. cerevisiae SKY197-pL101 polyadenylation reporter, beta-gal luminescence; efflux-impaired pdr1/pdr3 knockout yeast; score 100 = 6 SD above DMSO; calls only at 12 µM; 300,000 tested, 0.02% active; AID 1875;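 active = lowest replicate activity score at least 50, where 100 means six control SD above control mean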;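 also: yeast exposed to compound for 9 h at 30 °C; higher score means more reporter readthrough which indicates perturbed polyadenylation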
KCNK9 block – human KCNK9 channel inhibition | Q9NPC2 | HEK293 KCNK9, FluxOR thallium flux fluorescence; stronger effect = lower value | B-score at 10 µM | 310,000 tested, 1.2% active;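 active = ratio B-score over 3 SD below the library mean, with starting fluorescence within 5 SD of its mean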;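 also: negative B-score means less thallium flux so channel inhibition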
Target sequence (Q9NPC2 whole entry, looked up): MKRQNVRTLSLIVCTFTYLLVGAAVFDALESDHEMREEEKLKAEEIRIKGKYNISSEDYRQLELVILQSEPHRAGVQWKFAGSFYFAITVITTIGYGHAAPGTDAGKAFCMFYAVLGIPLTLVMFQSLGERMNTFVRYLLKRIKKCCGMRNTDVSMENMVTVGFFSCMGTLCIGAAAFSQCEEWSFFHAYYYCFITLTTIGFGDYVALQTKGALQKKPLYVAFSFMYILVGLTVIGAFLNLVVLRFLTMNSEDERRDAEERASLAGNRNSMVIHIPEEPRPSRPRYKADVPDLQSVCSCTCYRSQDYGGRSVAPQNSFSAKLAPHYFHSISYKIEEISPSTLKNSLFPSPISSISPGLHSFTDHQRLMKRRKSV
RGS4 pot – potentiators or activators of RGS4; B-score at 10 µM; 310,000 tested, 0.92% active; HEK293 M3R/inducible RGS4, carbachol calcium flux Fluo4; stronger effect = lower value;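 active = B-score of the integrated calcium signal more than 4 SD below the library mean, with starting fluorescence not abnormally high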;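 also: negative B-score means reduced calcium response which marks RGS4 activation or potentiation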
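Material: Inducible-RGS4 HEK293 cells carrying M3 receptor; also added: carbachol at ECmax as muscarinic agonist stimulus; incubation: compound preincubation 20 min at room temperature before agonist; signal: Fluo4-AM (2 µM) calcium-flux fluorescence, kinetic read; measure: integrated calcium ratio converted to B score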
hERG protect – compounds protecting human hERG from proarrhythmic drug block. Q12809. CHO-hERG, FluxOR thallium flux, dofetilide IC70 present. activation (rescue from dofetilide block), less the hit threshold, % at 10 µM. 310,000 tested, 0.51% active. AID 1511;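 active = activation above the mean of controls blocked by dofetilide plus 5 SD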;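 also: thallium influx through hERG after potassium depolarization seen as dye fluorescence rise; in these data hits start at about 4.7%; inactives centre near -7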
GSK3A inh – human GSK-3 alpha kinase inhibition. inhibition, % at 10 µM. P49840. 320,000 tested, 0.1% active. ADP-Glo luminescence, 60 min;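 in the data active = inhibition above about 50%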;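 also: GST-tagged GSK-3 alpha with peptide substrate and 25 µM ATP; 0% = DMSO neutral wells and 100% = GW8510 positive control wells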
DYRK1A inh – inhibitors of rat Dyrk1A kinase; ADP-Glo luminescence, NFATc1 peptide; 310,000 tested, 0.43% active; AID 504441; Q63470; inhibition, % at 12.5 µM; in the data active = inhibition above about 50%;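 also: plate controls were vehicle with enzyme for no effect and no enzyme for full effect; many of its hits are not listed in these tables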
HDAC3 inhib – blocks human histone deacetylase 3 | inhibition, % at 8.3 µM | 320,000 tested, 0.15% active | O15379 | recombinant HDAC3, fluorogenic peptide/trypsin coupled, fluorescence; in the data active = inhibition above about 26%, passing the limit was not always enough
Target sequence (O15379 whole entry, looked up): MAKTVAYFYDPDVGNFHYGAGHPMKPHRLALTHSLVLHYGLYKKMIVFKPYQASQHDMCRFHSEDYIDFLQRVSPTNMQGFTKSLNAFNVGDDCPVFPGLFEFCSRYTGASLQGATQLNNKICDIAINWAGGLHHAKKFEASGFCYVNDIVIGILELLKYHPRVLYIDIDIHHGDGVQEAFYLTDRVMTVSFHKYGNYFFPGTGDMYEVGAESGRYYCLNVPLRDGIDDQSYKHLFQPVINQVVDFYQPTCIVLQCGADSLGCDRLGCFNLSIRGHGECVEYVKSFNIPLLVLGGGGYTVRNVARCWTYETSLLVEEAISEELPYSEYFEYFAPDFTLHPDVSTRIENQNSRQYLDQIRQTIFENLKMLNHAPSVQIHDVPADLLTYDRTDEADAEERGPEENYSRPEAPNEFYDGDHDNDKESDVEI
GSK3B inh – blocks human GSK3beta kinase activity. P49841. GST-GSK3beta kinase, ADP-Glo luminescence, 60 min; stronger effect = lower value. activity score (negative = inhibition), % at 10 µM. 300,000 tested, 0.038% active. AID 2097;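 active = more than half of replicate wells score below -50%, meaning over 50% inhibition versus plate controls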;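 also: 0% = median DMSO wells and -100% = median GW8510 positive control wells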
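Test system – GST-tagged human GSK3beta kinase, cell-free · Incubation – 60 min enzyme reaction, room temperature · Signal – ADP-Glo luminescence · Also added – peptide substrate and ATP at 25 µM · Controls – DMSO neutral wells and GW8510 at 20 µM as positive · Buffer or medium – Tris/MgCl2 kinase buffer · Measure – Luminescence-derived activity versus plate DMSO and GW8510 wells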
Starred values were filed as active, the others as inactive. Only part of the results is shown; rates above refer to the full screens.

Screening COc1ccc(CNC(=O)CSc2nnc3nc(C)cc(C)n23)cc1OC returned KCNK3 block inactive, KCNQ1 pot inactive, KCNQ1 block inactive, PolyA inhibitor inactive, KCNK9 block inactive, RGS4 pot inactive, hERG protect -15, GSK3A inh -2, HDAC3 inhib 11 and GSK3B inh 2.
CC(C)(C)c1ccc(NC(=O)c2ccsc2)cc1 was read as KCNK3 block inactive, KCNQ1 pot inactive, KCNQ1 block inactive, PolyA inhibitor inactive, KCNK9 block inactive, RGS4 pot inactive, hERG protect -1, GSK3A inh -4, HDAC3 inhib 5 and GSK3B inh 1.
CC(=O)Oc1ccccc1N(C(C)=O)S(=O)(=O)c1ccc2ccccc2c1 was read as KCNK3 block inactive, KCNQ1 pot inactive, KCNQ1 block inactive, PolyA inhibitor inactive, KCNK9 block inactive, RGS4 pot inactive, hERG protect -7, GSK3A inh -2, DYRK1A inh -3, HDAC3 inhib -1 and GSK3B inh -2.
CCCC(=O)Nc1cccc2c1CCCC2 was read as KCNK3 block inactive, KCNQ1 pot inactive, KCNQ1 block inactive, PolyA inhibitor inactive, KCNK9 block inactive, RGS4 pot inactive, hERG protect -6, GSK3A inh -2, DYRK1A inh -9, HDAC3 inhib -5 and GSK3B inh 1.
COCCNC(=O)/C=C/c1c(Cl)cccc1Cl was read as KCNK3 block inactive, KCNQ1 pot inactive, KCNQ1 block inactive, PolyA inhibitor inactive, KCNK9 block inactive, RGS4 pot inactive, hERG protect -5, GSK3A inh -1, DYRK1A inh 2, HDAC3 inhib -6 and GSK3B inh -23.
Screening COc1ccc(Cc2nc3ccc(S(=O)(=O)N4CCOCC4)cc3[nH]2)cc1OC returned KCNK3 block inactive, KCNQ1 pot inactive, KCNQ1 block inactive, PolyA inhibitor inactive, KCNK9 block inactive, RGS4 pot inactive, hERG protect -16, GSK3A inh 1, DYRK1A inh -4, HDAC3 inhib -8 and GSK3B inh 1.
Screening CCOC(=O)Cc1csc(SC(C)C(=O)NC2CCCCC2C)n1 (centres undefined) returned KCNK3 block inactive, KCNQ1 pot inactive, KCNQ1 block inactive, PolyA inhibitor inactive, KCNK9 block inactive, RGS4 pot inactive, hERG protect -12, GSK3A inh -2, HDAC3 inhib -6 and GSK3B inh 3.
CC1(C)CC(NC(=S)Nc2ccc(S(N)(=O)=O)cc2)CC(C)(C)N1 was read as KCNK3 block inactive, KCNQ1 pot inactive, KCNQ1 block inactive, PolyA inhibitor inactive, KCNK9 block inactive, RGS4 pot inactive, hERG protect -5, GSK3A inh -1, DYRK1A inh 19, HDAC3 inhib 5 and GSK3B inh 2.
`CC1CCCCC1NC(=O)CCc1nc2sc3c(c2c(=O)[nH]1)CCCC3` (centres undefined) gave KCNK3 block inactive, KCNQ1 pot inactive, KCNQ1 block inactive, PolyA inhibitor inactive, KCNK9 block inactive, RGS4 pot inactive, hERG protect -4, DYRK1A inh 13 and GSK3B inh 1.
`O=C(NCCC1CCCCN1S(=O)(=O)c1ccccc1)C(=O)NCc1ccccc1` (centres undefined) gave KCNK3 block inactive, KCNQ1 pot inactive, KCNQ1 block inactive, PolyA inhibitor inactive, KCNK9 block inactive, RGS4 pot inactive, hERG protect -8, GSK3A inh -2, DYRK1A inh 1, HDAC3 inhib -6 and GSK3B inh 3.
`O=c1c(Cc2ccc(F)cc2)c(O)ccn1CCc1cnc[nH]1` gave KCNK3 block inactive, KCNQ1 pot inactive, KCNQ1 block inactive, PolyA inhibitor inactive, KCNK9 block inactive, RGS4 pot inactive, hERG protect -5, GSK3A inh -2, DYRK1A inh 0 and GSK3B inh 2.
Screening CCOC(=O)N1CCC(N2C(=O)c3ccccc3C2Nc2ccc3c(c2)OCCO3)CC1 (centres undefined) returned KCNK3 block inactive, KCNQ1 pot inactive, KCNQ1 block inactive, PolyA inhibitor inactive, KCNK9 block inactive, RGS4 pot inactive, hERG protect -8, GSK3A inh -2, DYRK1A inh -5, HDAC3 inhib 0 and GSK3B inh 2.
`O=C(CN1C(=O)c2cccc3cccc1c23)N1CCN(Cc2ccc3c(c2)OCO3)CC1` gave KCNK3 block inactive, KCNQ1 pot inactive, KCNQ1 block inactive, PolyA inhibitor inactive, KCNK9 block inactive, RGS4 pot inactive, hERG protect -5, GSK3A inh -2, DYRK1A inh -3, HDAC3 inhib -1 and GSK3B inh 6.
`O=C(NN1c2ccccc2CCc2ccccc21)c1ccccc1Br` gave KCNK3 block inactive, KCNQ1 pot inactive, KCNQ1 block inactive, PolyA inhibitor inactive, KCNK9 block inactive, RGS4 pot inactive, hERG protect -8, GSK3A inh -1, DYRK1A inh 1, HDAC3 inhib 5 and GSK3B inh 0.
`CCOC(=O)Nc1ccc(S(=O)(=O)Nc2cc(C)nc(C)n2)cc1` gave KCNK3 block inactive, KCNQ1 pot inactive, KCNQ1 block inactive, PolyA inhibitor inactive, KCNK9 block inactive, RGS4 pot inactive, hERG protect -10, GSK3A inh -2, DYRK1A inh -1, HDAC3 inhib -5 and GSK3B inh 5.
`NC(=O)c1cnn(-c2cc(Oc3ccccc3)ncn2)c1N` gave KCNK3 block inactive, KCNQ1 pot inactive, KCNQ1 block inactive, PolyA inhibitor inactive, KCNK9 block inactive, RGS4 pot inactive, hERG protect -8, GSK3A inh -1, DYRK1A inh 9, HDAC3 inhib -3 and GSK3B inh 1.
O=C(CSc1nccc(-c2ccc(Br)cc2)n1)NCCc1ccccc1 was read as KCNK3 block inactive, KCNQ1 pot inactive, KCNQ1 block inactive, PolyA inhibitor inactive, KCNK9 block inactive, RGS4 pot inactive, hERG protect 4, GSK3A inh -1, DYRK1A inh -6, HDAC3 inhib 2 and GSK3B inh 2.
`Cc1onc(-c2ccc(Cl)cc2Cl)c1C(=O)/C=C/N(C)C` gave KCNK3 block inactive, KCNQ1 pot inactive, KCNQ1 block inactive, PolyA inhibitor inactive, KCNK9 block inactive, RGS4 pot inactive, hERG protect -7, GSK3A inh 2, DYRK1A inh -5, HDAC3 inhib 13 and GSK3B inh -2.
Cc1ccc(NCc2ccc(O)c3ncccc23)cc1C was read as KCNK3 block inactive, KCNQ1 pot inactive, KCNQ1 block inactive, PolyA inhibitor inactive, KCNK9 block inactive, RGS4 pot inactive, hERG protect -8, GSK3A inh 2, DYRK1A inh -2, HDAC3 inhib 4 and GSK3B inh -1.
O=C(c1cccc(F)c1)N1CCc2ccccc2C1 was read as KCNK3 block inactive, KCNQ1 pot inactive, KCNQ1 block inactive, PolyA inhibitor inactive, KCNK9 block inactive, RGS4 pot inactive, hERG protect -9, GSK3A inh 0, DYRK1A inh -6 and GSK3B inh -4.
Screening O=C(CCN1C(=O)/C(=C/c2ccc(F)cc2)SC1=S)NNC(=O)c1cccnc1 returned KCNK3 block inactive, KCNQ1 pot inactive, KCNQ1 block inactive, PolyA inhibitor inactive, KCNK9 block inactive, RGS4 pot inactive, hERG protect -9, GSK3A inh 1, DYRK1A inh 8, HDAC3 inhib 2 and GSK3B inh 1.
Screening Cc1cc(OC(=O)c2ccccc2Cl)c([N+](=O)[O-])c(=O)[nH]1 returned KCNK3 block inactive, KCNQ1 pot inactive, KCNQ1 block inactive, PolyA inhibitor inactive, KCNK9 block inactive, RGS4 pot inactive, hERG protect -5, GSK3A inh -1, DYRK1A inh -3, HDAC3 inhib -2 and GSK3B inh 0.
COc1ccc(N2CC(C(=O)N3CCN(C(=O)c4ccco4)CC3)CC2=O)cc1 (centres undefined) was read as KCNK3 block inactive, KCNQ1 pot inactive, KCNQ1 block inactive, PolyA inhibitor inactive, KCNK9 block inactive, RGS4 pot inactive, hERG protect -1, GSK3A inh 1, DYRK1A inh -4, HDAC3 inhib -4 and GSK3B inh 6.
For CC1CCC/C(=N\Nc2ccc(Cl)c(C(=O)O)c2)C1 (centres undefined) the results were KCNK3 block inactive, KCNQ1 pot inactive, KCNQ1 block inactive, PolyA inhibitor inactive, KCNK9 block inactive, RGS4 pot inactive, hERG protect -10, GSK3A inh -4, DYRK1A inh 3, HDAC3 inhib 2 and GSK3B inh -1.
Screening CCOc1ccc(CNC(=O)c2cc3oc4ccccc4c3n2C)cc1 returned KCNK3 block inactive, KCNQ1 pot inactive, KCNQ1 block inactive, PolyA inhibitor inactive, KCNK9 block inactive, RGS4 pot inactive, hERG protect -10, GSK3A inh -1, DYRK1A inh 1, HDAC3 inhib -11 and GSK3B inh 2.
For COc1cc(OC)c(-c2cc(C(=O)O)ccc2OC)c(OC)c1 the results were KCNK3 block inactive, KCNQ1 pot inactive, KCNQ1 block inactive, PolyA inhibitor inactive, KCNK9 block inactive, RGS4 pot inactive, hERG protect -8, GSK3A inh -1, DYRK1A inh -5, HDAC3 inhib -2 and GSK3B inh 3.
Screening C=CCNC(=O)c1cnc2n(c1=O)CCS2 returned KCNK3 block inactive, KCNQ1 pot inactive, KCNQ1 block inactive, PolyA inhibitor inactive, KCNK9 block inactive, RGS4 pot inactive, hERG protect -8, GSK3A inh -1, DYRK1A inh -3, HDAC3 inhib -6 and GSK3B inh -3.
`CCOC(=O)CSc1nc2sc3c(c2c(=O)n1C1CCCCC1)CCN(C)C3` gave KCNK3 block inactive, KCNQ1 pot inactive, KCNQ1 block inactive, PolyA inhibitor inactive, KCNK9 block inactive, RGS4 pot -10*, hERG protect -12, GSK3A inh 1, DYRK1A inh 3, HDAC3 inhib 6 and GSK3B inh -4.
`Cc1cc(=O)oc2cc(OCC(=O)NCc3ccco3)ccc12` gave KCNK3 block inactive, KCNQ1 pot inactive, KCNQ1 block inactive, PolyA inhibitor inactive, KCNK9 block inactive, RGS4 pot inactive, hERG protect -4, GSK3A inh -2, DYRK1A inh -1, HDAC3 inhib 8 and GSK3B inh -5.
`O=C(NCc1ccccc1F)C1CCN(C(=O)c2sccc2-n2cccc2)CC1` gave KCNK3 block inactive, KCNQ1 pot inactive, KCNQ1 block inactive, PolyA inhibitor inactive, KCNK9 block inactive, RGS4 pot inactive, hERG protect -17, GSK3A inh -30, DYRK1A inh 5, HDAC3 inhib 7 and GSK3B inh 2.

High-throughput results (PubChem)
